# Source: PubChem
# TcdB inh: inhibitors of Clostridioides difficile toxin B glycohydrolase. TcdB glycohydrolase enzymatic assay, plate reader. inhibition, % at 9.99 µM. 350,000 tested, 0.24% active; in the data active means inhibition above about 10%
# * hit, by the source's call; & = joins results of further samples. Not all compounds are listed. The share of hits here may be higher or lower than overall.
canonical_smiles | TcdB inh
COc1ccc(NC(=O)Nc2ccc3c(c2)C(=O)N([C@@H](C)CO)C[C@@H](C)[C@@H](CN(C)C(=O)Nc2cccc4ccccc24)OCCCC[C@H](C)O3)cc1 | 1.2
CC(C)C#Cc1ccc([C@H]2[C@@H](CO)N3CCCCN(S(=O)(=O)Cc4ccccc4)C[C@@H]23)cc1 | 0.7
O=C(C[C@H]1CC[C@@H]2[C@H](COC[C@H](O)CN2C(=O)c2ccncc2)O1)NC1Cc2ccccc2C1 | -0.5
COC(=O)c1c(-c2ccc(OC)cc2)c2c(c3c4cc(OC)ccc4n(S(=O)(=O)c4ccc(C)cc4)c13)C(=O)N(C)C2 | 0.0
COCc1cn(CC[C@H]2CC[C@H](NC(=O)Cc3cccnc3)[C@H](CO)O2)nn1 | -1.2
C[C@@H]1CCCCO[C@@H](CN(C)Cc2ccc3c(c2)OCO3)[C@@H](C)CN([C@@H](C)CO)C(=O)c2cc(NC(=O)c3ccccc3)ccc2O1 | -0.2
Cc1ccc(S(=O)(=O)Nc2ccc3c(c2)C(=O)N([C@H](C)CO)C[C@@H](C)[C@@H](CN(C)Cc2ccc(Cl)c(Cl)c2)O3)cc1 | 1.5
CCCN(C)C[C@H]1Oc2cc(C#Cc3ccccc3)ccc2S(=O)(=O)N([C@@H](C)CO)C[C@H]1C | -1.9
O=C(N[C@H]1C=C[C@@H](CC(=O)N2CCCCC2)O[C@H]1CO)c1ccc2c(c1)OCO2 | -1.5
CO[C@H]1CN(C)C(=O)c2ccc(NS(=O)(=O)CC(F)(F)F)cc2OC[C@H](C)N(C)C[C@H]1C | -1.0
CN(C)C(=O)C[C@H]1CC[C@H]2[C@@H](COC[C@H](O)CN2C(=O)C2CC2)O1 | -0.6
COc1ccc(CNC(=O)C[C@@H]2C=C[C@@H](NS(=O)(=O)c3cccc(OC)c3)[C@@H](CO)O2)cc1 | 0.1
C[C@@H]1CN([C@@H](C)CO)C(=O)c2cc(NC(=O)Nc3ccccc3)ccc2O[C@H]1CN(C)S(=O)(=O)c1cccs1 | -0.2
O=C(Nc1cc(F)ccc1F)N[C@H]1CC[C@@H](CCn2cc(C3CCCCC3)nn2)O[C@@H]1CO | 0.7
COC(=O)Cc1nnn2c1[C@@H](C)[C@@H](c1ccccc1Br)OC[C@H](C)C2 | -0.4
CCCN1CCCCC(NC(=O)OC(C)(C)C)C1=O (configuration not stated) | 0.5
COc1ccc(S(=O)(=O)Nc2ccc3c(c2)CC(=O)N([C@@H](C)CO)C[C@H](C)[C@H](CN(C)S(C)(=O)=O)O3)cc1 | -0.4
C[C@H](CO)N1C[C@H](C)[C@@H](CN(C)Cc2ccc(-c3ccccc3)cc2)Oc2ccc(NC(=O)CCN3CCOCC3)cc2C1=O | 0.0
O=C(N[C@H]1CC[C@H](CCNS(=O)(=O)c2ccccc2Cl)O[C@H]1CO)c1ccc(F)cc1 | -0.1
COc1ccc(C(=O)Nc2ccc3c(c2)OC[C@H](C)N(C)C[C@@H](C)[C@H](OC)CN(C)C3=O)cc1 | 0.8
O=C(C1CC1)N1C[C@H]2[C@@H](c3ccccc31)[C@@H](CO)N2C(=O)c1cccc(F)c1 | -0.1
CC(C)c1[nH]nc2c1C(c1cccc(C(F)(F)F)c1)N(c1ccccc1)C2=O (configuration not stated) | 0.5
C[C@@H](NC(=O)C[C@@H]1CC[C@@H]2[C@H](COC[C@H](O)CN2C(=O)Nc2cccc(Cl)c2)O1)c1ccccc1 | 1.1
C[C@H](CO)N1C[C@H](C)[C@H](CN(C)C(=O)Nc2ccc3c(c2)OCO3)Oc2ccc(NC(=O)c3ccncc3)cc2C1=O | 0.1
O=C(Nc1cc(F)ccc1F)N[C@@H]1CC[C@H](CCn2cc(C3CCCC3)nn2)O[C@H]1CO | 1.1
CN1C(=O)c2cc(NC(=O)C3CCCC3)ccc2OC[C@H]2O[C@@H](CC(=O)NCc3ccccc3F)CC[C@H]21 | 1.1
COc1ccc(CN(C)C[C@H]2Oc3ccc(NS(=O)(=O)c4ccc(Cl)cc4)cc3CC(=O)N([C@@H](C)CO)C[C@H]2C)cc1 | 0.7
CC(=O)N(C)C[C@H]1Oc2ncc(C#C[C@@H](C)O)cc2C(=O)N([C@@H](C)CO)C[C@@H]1C | -0.4
CN(C)C(=O)C[C@H]1CC[C@H](NC(=O)C2CCC2)[C@H](CO)O1 | -0.4
C[C@H](CO)N1C[C@H](C)[C@H](CN(C)C)Oc2cc(-c3ccncc3)ccc2S1(=O)=O | -0.6
C[C@H]1CCCCO[C@H](CN(C)C(=O)Nc2ccc(C(F)(F)F)cc2)[C@@H](C)CN([C@@H](C)CO)C(=O)c2cc(N(C)C)ccc2O1 | -0.7
CO[C@@H](CN(C)C(=O)c1ccc2c(c1)OCO2)[C@H](C)CN([C@@H](C)CO)S(=O)(=O)c1ccccc1 | 0.4
C[C@@H]1CN([C@@H](C)CO)S(=O)(=O)c2ccc(-c3ccccc3)cc2O[C@H]1CN(C)Cc1cncnc1 | -0.4
Cc1cc(C(=O)Nc2ccc3c(c2)C(=O)N(C)[C@H]2CC[C@@H](CC(=O)NC4CCCC4)O[C@H]2CO3)no1 | -0.3
CN1C[C@@H]2[C@H](c3ccccc31)[C@@H](CO)N2C(=O)C1CC1 | -0.3
CCCNC(=O)Nc1ccc2c(c1)OC[C@H](C)N(Cc1ccccn1)C[C@H](C)[C@@H](OC)CN(C)C2=O | 0.5
COCC(=O)N1C[C@H](C)[C@@H](OC)CN(C)C(=O)c2ccc(NC(=O)Nc3ccccc3)cc2OC[C@H]1C | 1.0
Cc1cccc(S(=O)(=O)N(C)C[C@@H]2OCc3ccccc3-c3c(n(C)c4ccccc34)C(=O)N([C@@H](C)CO)C[C@@H]2C)c1 | 0.8
Cc1noc(C)c1NC(=O)Nc1ccc2c(c1)C(=O)N([C@@H](C)CO)C[C@H](C)[C@H](CN(C)Cc1ccccc1)OCCCC[C@H](C)O2 | -0.7
O=C(c1ccc2c(c1)OCO2)N1CC2(C1)[C@@H](c1ccccc1)[C@@H](CO)N2C(=O)C1CCCC1 | 1.2
C[C@@H]1CN([C@@H](C)CO)C(=O)Cc2cc(NC(=O)CCC(F)(F)F)ccc2O[C@H]1CN(C)Cc1ccc2c(c1)OCO2 | 1.6
Cc1ccc(S(=O)(=O)Nc2ccc3c(c2)C(=O)N([C@H](C)CO)C[C@@H](C)[C@@H](CN(C)S(=O)(=O)c2ccc(F)cc2)OCCCC[C@@H](C)O3)cc1 | -1.9
C[C@H]1CN([C@@H](C)CO)C(=O)c2cc(C3=CCCCC3)cnc2O[C@@H]1CN(C)C(=O)NC1CCCC1 | -0.3
Cn1cnc(S(=O)(=O)N2CCCCN3[C@H](C2)[C@H](c2ccc(-c4ccccc4)cc2)[C@@H]3CO)c1 | -0.5
O=C(N[C@@H]1CC[C@@H](CCn2cc(C3(O)CCCC3)nn2)O[C@@H]1CO)C1CCC1 | -1.3
CN1CCCCN2[C@@H](CO)[C@H](c3ccc(C#Cc4ccccc4F)cc3)[C@@H]2C1 | -1.1
COc1ccc(S(=O)(=O)Nc2ccc3c(c2)[C@H]2C[C@@H](CC(=O)N(C)C)O[C@@H](CO)[C@H]2O3)cc1 | -0.7
O=C(Nc1ccc(Cl)cc1)N1[C@@H]2CNC[C@H]1C2c1ccc(-c2ccccc2)cc1 (some centres not stated) | -0.8&0.8

# Molecules from the list above containing two or more sulfur atoms (3):
canonical_smiles | TcdB inh
C[C@@H]1CN([C@@H](C)CO)C(=O)c2cc(NC(=O)Nc3ccccc3)ccc2O[C@H]1CN(C)S(=O)(=O)c1cccs1 | -0.2
COc1ccc(S(=O)(=O)Nc2ccc3c(c2)CC(=O)N([C@@H](C)CO)C[C@H](C)[C@H](CN(C)S(C)(=O)=O)O3)cc1 | -0.4
Cc1ccc(S(=O)(=O)Nc2ccc3c(c2)C(=O)N([C@H](C)CO)C[C@@H](C)[C@@H](CN(C)S(=O)(=O)c2ccc(F)cc2)OCCCC[C@@H](C)O3)cc1 | -1.9

# Remaining list, next part.
canonical_smiles | TcdB inh
O=C(C[C@H]1CC[C@@H](NC(=O)Nc2cc(F)ccc2F)[C@H](CO)O1)Nc1ccc(-c2ccccc2)cc1 | -3.8
Cc1ccc(S(=O)(=O)N(C)C[C@H]2OCCCC[C@@H](C)Oc3ccc(NC(=O)CCCN(C)C)cc3C(=O)N([C@@H](C)CO)C[C@H]2C)cc1 | -0.3
C[C@@H](O)C#Cc1ccc2c(c1)O[C@H](CN(C)C(=O)Cc1ccccn1)[C@@H](C)CN([C@@H](C)CO)S2(=O)=O | -2.3
C[C@@H]1CN([C@@H](C)CO)C(=O)c2cc(N(C)C)ccc2O[C@@H]1CN(C)C(=O)Nc1ccccc1 | -6.5
CO[C@H]1CN(C)C(=O)c2cc(NC(=O)Nc3c(C)noc3C)ccc2OC[C@@H](C)N(CC2CC2)C[C@@H]1C | 0.3
C[C@@H]1CN([C@H](C)CO)C(=O)Cc2cc(NC(=O)NC3CCCCC3)ccc2O[C@@H]1CN(C)C(=O)Nc1ccc(F)cc1 | 0.5
C[C@@H]1CCCCO[C@H](CN(C)C(=O)Nc2ccccc2)[C@@H](C)CN([C@H](C)CO)C(=O)c2cc(NC(=O)Nc3ccc(C(F)(F)F)cc3)ccc2O1 | -0.8
COc1ccc(C#Cc2cnc3c(c2)C(=O)N([C@H](C)CO)C[C@H](C)[C@H](CN(C)C(=O)CC2CC2)O3)cc1 | 1.3
CN(C)C(=O)c1cccc(-c2ccc3c(c2)[C@H]2[C@H](CCN2S(=O)(=O)c2cn(C)cn2)[C@H](CO)N3)c1 | 0.5
COc1ccc(CN(C)C[C@H]2Oc3c(NS(=O)(=O)c4cn(C)cn4)cccc3C(=O)N([C@@H](C)CO)C[C@@H]2C)cc1 | 1.3
CC(C)C[C@@H]1COc2cccc(NCCO)c2S(=O)(=O)N1 | 1.2
C[C@H]1CN([C@@H](C)CO)C(=O)c2cc(NC(=O)CCCCCC(=O)Nc3ccccc3N)ccc2O[C@@H]1CN(C)S(=O)(=O)c1ccccc1 | 1.5
Cc1ccc(S(=O)(=O)N(C)C[C@@H]2Oc3ccc(NS(=O)(=O)c4ccc(F)cc4)cc3CC(=O)N([C@H](C)CO)C[C@H]2C)cc1 | 0.9
O=C(Cc1ccccc1)N[C@H]1C=C[C@@H](CC(=O)N2CCOCC2)O[C@H]1CO | 0.1
C[C@H](CO)N1C[C@H](C)[C@@H](CN(C)Cc2ccccc2)Oc2ccc(N(C)C)cc2C1=O | -1.9
O=C(c1cccc(F)c1)N1CCCCN2[C@H](C1)[C@@H](c1ccc(-c3ccccc3)cc1)[C@@H]2CO | 0.9
O=C(C[C@H]1C[C@@H]2c3cc(NC(=O)Nc4ccccc4)ccc3O[C@@H]2[C@@H](CO)O1)NCc1ccncc1 | 0.1
COc1ccc2c3c([nH]c2c1)[C@H](CO)N(C(=O)c1ccc(F)cc1)CC31CN(C(=O)NC(C)C)C1 | -0.3
C[C@@H]1CN([C@H](C)CO)C(=O)c2cccc(NC(=O)Nc3ccc(C(F)(F)F)cc3)c2O[C@H]1CN(C)C(=O)Nc1cccc2ccccc12 | -0.1
C[C@H](CO)N1C[C@H](C)[C@H](CN(C)S(=O)(=O)c2cn(C)cn2)Oc2cc(C#Cc3ccc(F)cc3)ccc2S1(=O)=O | 1.4
COc1ccc(S(=O)(=O)Nc2ccc3c(c2)C(=O)N([C@H](C)CO)C[C@@H](C)[C@@H](CN(C)Cc2ccc4c(c2)OCO4)OCCCC[C@@H](C)O3)cc1 | 0.3
CN(C)C(=O)C[C@H]1C[C@H]2c3cc(NC(=O)Nc4ccccc4F)ccc3O[C@H]2[C@@H](CO)O1 | -2.2
O=C(C[C@@H]1CC[C@H](NC(=O)c2ccccn2)[C@@H](CO)O1)NCc1cc(F)cc(F)c1 | 0.5
C[C@@H]1CCCCO[C@@H](CN(C)C(=O)CCC(F)(F)F)[C@@H](C)CN([C@@H](C)CO)C(=O)c2cc(NC(=O)c3ccccc3)ccc2O1 | -17.2
CC(C)NC(=O)N(C)C[C@@H]1Oc2ccc(NS(=O)(=O)c3ccccc3)cc2C(=O)N([C@H](C)CO)C[C@@H]1C | 0.4
COC(=O)[C@@H]1[C@@H](CO)[C@@H]2Cn3c(ccc(-c4cccnc4)c3=O)[C@H]1N2S(=O)(=O)c1ccccc1F | 0.3
O=C(C[C@H]1C=C[C@@H](NS(=O)(=O)c2ccccc2)[C@H](CO)O1)N1CCN(c2ccccc2)CC1 | -0.6
C[C@H]1CN([C@@H](C)CO)C(=O)Cc2cc(NC(=O)Cn3cnnn3)ccc2O[C@H]1CN(C)Cc1ccc(C(=O)Nc2ccccc2N)cc1 | -1.3
O=C(C[C@@H]1C=C[C@H](NC(=O)C2CCC2)[C@H](CO)O1)NCCCN1CCOCC1 | -0.7
C[C@@H]1CN([C@@H](C)CO)C(=O)c2cc(-c3ccc(C#N)cc3)cnc2O[C@H]1CN(C)Cc1cccnc1 | -0.6
C/C=C/c1ccc2c(c1)O[C@H](CN(C)S(C)(=O)=O)[C@@H](C)CN([C@@H](C)CO)S2(=O)=O | 1.0
COc1cccc(S(=O)(=O)N(C)C[C@@H]2OCc3ccccc3-c3ccccc3C(=O)N([C@@H](C)CO)C[C@H]2C)c1 | 0.4
CC=Cc1ccc2n(c1=O)C[C@H]1[C@H](CO)[C@@H](C(=O)NC3CCC3)N(C(=O)C3CCC3)[C@@H]21 (mixture of isomers) | -1.7

# Reprinted at random: 6 entries already listed
canonical_smiles | TcdB inh
C[C@@H]1CN([C@@H](C)CO)C(=O)c2cc(-c3ccc(C#N)cc3)cnc2O[C@H]1CN(C)Cc1cccnc1 | -0.6
O=C(C[C@H]1C=C[C@@H](NS(=O)(=O)c2ccccc2)[C@H](CO)O1)N1CCN(c2ccccc2)CC1 | -0.6
CC(C)NC(=O)N(C)C[C@@H]1Oc2ccc(NS(=O)(=O)c3ccccc3)cc2C(=O)N([C@H](C)CO)C[C@@H]1C | 0.4
COc1cccc(S(=O)(=O)N(C)C[C@@H]2OCc3ccccc3-c3ccccc3C(=O)N([C@@H](C)CO)C[C@H]2C)c1 | 0.4
COC(=O)[C@@H]1[C@@H](CO)[C@@H]2Cn3c(ccc(-c4cccnc4)c3=O)[C@H]1N2S(=O)(=O)c1ccccc1F | 0.3
C/C=C/c1ccc2c(c1)O[C@H](CN(C)S(C)(=O)=O)[C@@H](C)CN([C@@H](C)CO)S2(=O)=O | 1.0
